# Bioassay records as filed in PubChem BioAssay.
# MBD2 inh – inhibitors of MBD2 binding to methylated DNA, primary screen, biochemical, TR-FRET, DNA-binding domain, human | 370,000 tested, 0.31% active | inhibition, % at 4.4 µM | MBD2 binding to methylated oligonucleotide | Methyl-CpG-binding domain protein 2 (Homo sapiens), Q9UBB5; in the data active means inhibition above about 13%
# Target sequence (Q9UBB5 whole entry, looked up, the tested form may be a part): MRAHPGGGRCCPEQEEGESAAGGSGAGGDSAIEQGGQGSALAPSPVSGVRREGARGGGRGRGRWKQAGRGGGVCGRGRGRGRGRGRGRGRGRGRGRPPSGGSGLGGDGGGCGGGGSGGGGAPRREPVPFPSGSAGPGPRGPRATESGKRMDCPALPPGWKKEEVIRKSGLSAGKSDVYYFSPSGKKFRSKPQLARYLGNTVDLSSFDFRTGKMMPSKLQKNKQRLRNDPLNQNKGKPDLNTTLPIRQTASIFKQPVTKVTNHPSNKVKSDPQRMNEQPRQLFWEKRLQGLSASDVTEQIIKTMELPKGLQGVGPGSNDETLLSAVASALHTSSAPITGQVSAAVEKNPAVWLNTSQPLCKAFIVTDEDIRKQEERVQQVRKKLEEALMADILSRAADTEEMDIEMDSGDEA
# Tn7 DDE FP – inhibitors of Tn7 peptide binding to fibrin DD(E), primary screen, biochemical, fluorescence polarization, human fibrin, Tn7 probe | Fibrinogen beta chain (Homo sapiens), P02675 | inhibition, % at 8.3 µM | 370,000 tested, 0.13% active | FP displacement of FITC-Tn7 peptide from fibrin DD(E); 0% = median of compound wells per plate;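 active means inhibition above the mean of compounds falling within the control limits plus 3 SD of them, cut at about 14% in these data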;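 further: 0% = plate median of compound wells and 100% = 10 µM Aha-Tn7 peptide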
#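 System: human fibrin DD(E); quantity: Fibrin-DD(E) at 2 µM final; also added: fluorescent Tn7 probe at 0.1 µM; compound dosing: single nominal test concentration of 8.3 µM per compound; schedule: 10 min preincubation, 3 h with tracer, room temperature; detection: fluorescence polarization of the labelled Tn7 tracer; repeats: one replicate per compound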
# TCR-CD3 inh – inhibitors of human TCR-CD3 interaction, primary screen, biochemical, fluorescence, TAMRA-labeled TCR probe; T-cell receptor (TCR); inhibition, % at 9.4 µM; 360,000 tested, 0.37% active; in the data active means inhibition above about 19%;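 further: recombinant mutant TCR 2C K166C tagged with TAMRA read by polarization; 0% = receptor in buffer alone and 100% = receptor with positive control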
# proKLK7 act – proKLK7 zymogen activators, primary screen, biochemical, fluorescence intensity; activation, % at 7 µM; purified proKLK7, EDANS-DABCYL substrate fluorescence; 100% is mature enzyme control, 0% vehicle; 370,000 tested, 0.9% active;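 active means activation above the mean of all tested compounds plus 3 SD, computed per campaign excluding outliers beyond control limits, cut at about 13% in these data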
# Target sequence (P49862 whole entry, looked up): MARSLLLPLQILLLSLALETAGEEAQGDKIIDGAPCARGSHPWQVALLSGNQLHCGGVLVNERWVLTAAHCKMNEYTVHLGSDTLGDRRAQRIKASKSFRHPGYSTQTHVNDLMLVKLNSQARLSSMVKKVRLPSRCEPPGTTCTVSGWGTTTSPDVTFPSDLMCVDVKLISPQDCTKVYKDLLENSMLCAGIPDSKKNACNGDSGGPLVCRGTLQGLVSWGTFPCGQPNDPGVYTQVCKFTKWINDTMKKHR
# SIAE inh – human SIAE inhibitors, primary screen, biochemical, fluorescence polarization, FP-Rh probe, 1536-well HTS; SIAE FP-Rh probe binding; inhibition, % at 9.66 µM; 370,000 tested, 0.69% active; AID 1053197, 2014;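 active means inhibition above a cutoff: mean of compounds within the control limits plus 3 SD of those, cut at about 17% in these data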;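 further: 0% = plate median of compound wells and 100% = probe without SIAE protein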
# UHRF1 MBD2 ctr – UHRF1 methylated DNA binding inhibitors, primary screen, counter-screen for MBD2 inhibitor project, biochemical, TR-FRET, human UHRF1, single concentration. E3 ubiquitin-protein ligase UHRF1 (Homo sapiens), Q96T88. UHRF1 binding to methylated oligo. inhibition, % at 4.4 µM. 370,000 tested, 0.75% active; in the data active means inhibition above about 21%;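 further: UHRF1 SRA domain binding a hemimethylated CpG hairpin DNA probe; 0% = median of test compound wells and 100% = reference inhibitor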
# LEDGF integ inh – blockers of LEDGF/p75-dependent integrase strand transfer – biochemical, TR-FRET, high throughput, primary screen | inhibition, % at 3.7 µM | TR-FRET IN-LEDGF/p75 DNA integration, Eu/Cy5 | AID 743269, 2014 | 370,000 tested, 0.64% active | HIV-1 integrase (with human LEDGF/p75);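 active means inhibition above the screen-wide mean plus 3 SD, cut at about 13% in these data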;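 further: signal is the Cy5 over europium emission ratio at 671 and 618 nm; 0% = plate median of compound wells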
# TDP2 inh – human TDP2 enzyme inhibitors, primary screen, biochemical, epi absorbance, recombinant enzyme. Tyrosyl-DNA phosphodiesterase 2 (Homo sapiens), O95551. T5PNP hydrolysis, p-nitrophenol absorbance 415 nm. inhibition, % at 12.8 µM. 370,000 tested, 0.34% active. AID 720702, 2013;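 active means inhibition above the mean of all tested compounds plus 3 SD, set per campaign, cut at about 25% in these data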;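 further: 0% = DMSO with enzyme and 100% = buffer with substrate but no TDP2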
# Target sequence (O95551 whole entry, looked up): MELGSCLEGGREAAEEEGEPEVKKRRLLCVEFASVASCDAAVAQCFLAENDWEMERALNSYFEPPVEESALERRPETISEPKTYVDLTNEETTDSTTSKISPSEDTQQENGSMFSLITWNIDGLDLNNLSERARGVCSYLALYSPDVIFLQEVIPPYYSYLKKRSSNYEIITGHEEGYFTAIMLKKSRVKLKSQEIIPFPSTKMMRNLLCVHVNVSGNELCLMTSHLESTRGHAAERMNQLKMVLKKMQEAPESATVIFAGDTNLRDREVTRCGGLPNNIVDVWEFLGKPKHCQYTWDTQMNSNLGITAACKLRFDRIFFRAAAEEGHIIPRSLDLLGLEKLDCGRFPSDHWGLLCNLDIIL
#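 Assay system: Recombinant human TDP2 | Quantity: 120 nM TDP2 per well | Incubation: 2 h at 37 °C | Signal: Epi absorbance | Evaluation: Percent inhibition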
# DDE Tn6 FP inh – inhibitors of Tn6 peptide binding to fibrin DD(E), primary screen, biochemical, fluorescence polarization, human fibrin, Tn6 probe | Fibrin DD(E) TRITC-Tn6 fluorescence polarization displacement | AID 720509, 2013 | inhibition, % at 8.3 µM | 370,000 tested, 0.21% active | Fibrinogen beta chain (Homo sapiens), P02675;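 active means inhibition above a per-campaign cutoff: mean of compounds within control limits plus 3 SD, cut at about 15% in these data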;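 further: 0% = median of all compound wells on the plate and 100% = blocking peptide control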
# PRMT1 FP inh – PRMT1 methyltransferase inhibitors, primary screen, biochemical, fluorescence polarization | AID 652257, 2013 | 370,000 tested, 1.3% active | recombinant PRMT1, activity-based probe fluorescence polarization | inhibition, % at 2.79 µM;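 active means inhibition above about 21% made by adding two undisclosed values, limit read from the data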
# Numbers without * were called inactive; . = no result given.
SMILES,MBD2 inh,Tn7 DDE FP,TCR-CD3 inh,proKLK7 act,SIAE inh,UHRF1 MBD2 ctr,LEDGF integ inh,TDP2 inh,DDE Tn6 FP inh,PRMT1 FP inh
CCCn1c(SCC(=O)NCCc2ccccc2)nnc1-c1ccccn1,-1,-1,-3,0.1,8,0,5,-5,2,0
COc1ccc(N2CCN(CCNS(=O)(=O)c3ccccc3[N+](=O)[O-])CC2)cc1,1,-4,.,0.4,-7,-4,4,5,-2,-7
NC(=O)C1(N2CCCCC2)CCN(C(=S)Nc2cccc(Cl)c2)CC1,-6,-2,-1,-0.2,-5,-3,7,-8,0,-7
Cc1sc(-c2ccccn2)nc1OC(=O)c1ccc(F)cc1F,-7,2,5,14*,-2,0,-4,-6,5,0
COc1cc2c(cc1OC)-c1cc(Nc3ccc(N(C)C)cc3)nc(=O)n1CC2,-1,3,0,8.4,9,8,1,11,-16,1
CCO/C(C)=N/Oc1cc(OC)cc(OC)c1,-3,6,9,0.1,3,-3,5,6,2,-2
Cc1cc(OCC(=O)NCc2ccccn2)c2c(C)c(C)c(=O)oc2c1,-5,-1,4,3.4,7,-1,-3,-11,2,0
O=c1c(O)c(-c2cccs2)oc2ccccc12,-5,-10,6,-25,3,-4,-6,-7,0,7
C[C@H](CO)N1C[C@H](C)[C@@H](CN(C)C(=O)NC2CCCCC2)Oc2ccc(NC(=O)C3CC3)cc2C1=O,5,0,-2,-0.9,5,2,1,-7,1,1
COc1ccc(C(=O)NCc2cc(C(C)C)no2)cc1OC1CCN(C(C)C)CC1,2,3,4,-0.5,2,3,-3,-1,2,0
CC(C)(C)OC(=O)N1CCC2CCN(S(=O)(=O)c3ccccc3)CC21 (stereo unspecified),1,0,-3,-0.1,5,2,-1,-9,1,1
COc1ccccc1NC(=O)C(=O)NCCC1CCCCN1S(=O)(=O)c1cccs1 (stereo unspecified),1,9,4,0.3,-18,-2,-2,-5,-3,-1
CCOc1ccc(C(=O)Nc2cc(C)c3c(=O)oc4ccccc4c3n2)cc1,4,0,-3,0.0,-3,-1,-1,8,-1,2
O=C(c1cnn(C(=O)c2ccc(O)cc2)c1)c1ccccc1O,-2,-5,9,3.7,-5,0,3,-2,-4,-2
CN(C)c1ccc(C(=O)N(Cc2ccccc2)Cc2ccccc2)cc1,5,9,-7,0.0,-3,1,-6,6,4,1
COc1ccc2cnn(-c3ccc(C)cc3)c(=O)c2c1OC,-7,-7,0,0.2,0,2,0,2,-6,-4
Cn1nc(-c2ccccc2)c(CO)c1Sc1ccccc1,4,-1,-3,-0.2,3,-1,1,5,-5,-4
COC(=O)CNc1n[nH]c(=S)[nH]c1=O,-5,0,2,0.3,7,0,-1,-10,-7,0
Cc1cc(=O)n(CNC(=O)c2ccccc2)c(=S)[nH]1,-1,4,-2,0.9,-1,1,-3,-11,3,3
CCOC(=O)c1oc2cc(OC(C)=O)ccc2c(=O)c1-c1ccc(OC)c(OC)c1,12,9,1,0.2,-6,4,1,2,-3,5
CC1Cc2ccccc2N1C(=S)Nc1ccc(S(N)(=O)=O)cc1 (stereo unspecified),0,1,-2,0.2,5,0,-6,0,5,4
CC(C)NS(=O)(=O)c1ccc(NC(=S)NC(=O)c2ccc(-c3ccccc3)cc2)cc1,4,-3,-1,0.3,-24,0,0,5,-3,-3
Cc1ccccc1C(=O)N/N=C/c1ccc([N+](=O)[O-])s1,1,2,-6,0.7,-1,2,-3,-3,-3,11
CC(=O)SCC(C)C(=O)NCc1ccccc1 (stereo unspecified),-4,3,0,0.2,6,-2,4,2,-4,-2
COc1ccc(S(=O)(=O)CCC(=O)N2c3ccccc3CC2C)cc1 (stereo unspecified),5,3,0,0.3,2,-2,0,0,-3,1

# Brought forward from above: four entries, followed by the next part.
SMILES,MBD2 inh,Tn7 DDE FP,TCR-CD3 inh,proKLK7 act,SIAE inh,UHRF1 MBD2 ctr,LEDGF integ inh,TDP2 inh,DDE Tn6 FP inh,PRMT1 FP inh
CC(C)NS(=O)(=O)c1ccc(NC(=S)NC(=O)c2ccc(-c3ccccc3)cc2)cc1,4,-3,-1,0.3,-24,0,0,5,-3,-3
Cc1ccccc1C(=O)N/N=C/c1ccc([N+](=O)[O-])s1,1,2,-6,0.7,-1,2,-3,-3,-3,11
CC(=O)SCC(C)C(=O)NCc1ccccc1 (stereo unspecified),-4,3,0,0.2,6,-2,4,2,-4,-2
COc1ccc(S(=O)(=O)CCC(=O)N2c3ccccc3CC2C)cc1 (stereo unspecified),5,3,0,0.3,2,-2,0,0,-3,1
CCNc1ccc(Br)cc(C(=O)/C=C/c2ccc3c(c2)OCO3)c1=O,3,-1,7,3.7,12,6,23*,1,-5,38*
COc1cc(NC(=O)NCC2CCN(Cc3ccccc3C)CC2)cc(OC)c1OC,6,-5,5,0.1,-8,1,0,5,1,6
CN(CC(=O)Nc1ccccc1Br)C(=O)CCCSc1nc2ccccc2[nH]1,7,1,-6,0.7,-5,5,3,2,0,3
CCCCn1c(Cl)nc2c1c(=O)n(C)c(=O)n2C,5,6,11,0.0,-2,5,-2,9,-3,3
N#Cc1c(-c2ccccc2)nc(SCc2nc(N)nc(N3CCCCC3)n2)[nH]c1=O,2,6,2,0.5,-3,0,-1,17,3,0
COC(=O)C[C@H]1c2cc(C(F)(F)F)ccc2S(=O)(=O)N1Cc1ccccc1,-1,3,3,-0.1,-5,-3,2,-2,9,-2
CN(C(=S)NC(=O)C12CC3CC(CC(C3)C1)C2)c1ccc(O)cc1,-9,9,17,1.9,18*,6,15*,19,2,26*
COc1ccc(S(=O)(=O)NCc2cccnc2)cc1C,-3,-6,3,0.8,12,-2,6,0,-5,-2
Cc1ccccc1OCC(=O)N/N=C/c1cc2ccccc2nc1Cl,1,5,3,-0.7,0,0,3,0,1,1
C=C1C(O)C[C@H]2C(=C)CCC3[C@H](OC(=O)[C@]3(O)CO)[C@@H]12 (stereo partly specified),3,-1,7,0.8,0,0,-3,-2,5,0
CCCC(=O)Nc1ccc2c(c1)nc1n2CCN(CCOC)C1,0,-3,3,-2.0,-3,-1,2,-2,2,0
O=C(c1ccc(OC2CCN(Cc3ccc(F)cc3)CC2)cc1)N1CCCC1,-4,6,-1,0.1,8,-5,1,-12,1,0
O=C(Cn1ncc2c(=O)oc3ccccc3c21)N1CCCc2ccccc21,-3,2,3,0.2,5,-3,0,4,3,2
CCOC(=O)CCCCCC(=O)Nc1ccc2c(c1)C(=O)N([C@@H](C)CO)C[C@@H](C)[C@H](CN(C)C(=O)Nc1ccccc1)OCCCC[C@H](C)O2,0,-6,-5,0.0,4,5,5,-16,0,-1
CCCCN1CC(COCc2ccccc2)Oc2cccc(Oc3cc(C)c(C)c(C)c3)c2S1(=O)=O (stereo unspecified),-1,0,-3,-0.5,2,2,4,-5,2,2
O=S(=O)(NC1CC2CCC1C2)c1ccc(Br)s1 (stereo unspecified),2,2,5,1.1,6,-2,3,-7,2,-3
CCCCC1OC2(C)OC(=N)C1(C#N)C(C#N)(C#N)C2c1ccccc1 (stereo unspecified),3,4,20*,14*,38*,1,1,2,14,18
COc1ccc(/C=N/NC(=S)Nc2ccccc2)cc1COc1ccc(F)cc1F,3,8,5,-0.3,1,-1,0,-4,-4,0
O=C(CNC(=O)c1ccc(S(=O)(=O)N2CCCCC2)cc1)N/N=C/c1ccco1,-8,2,-2,-0.4,0,-3,-1,4,8,0
C/C(CC(=O)Nc1ccc2c(c1)OCCO2)=N\NC(=O)c1ccccc1F,-4,1,4,0.5,13,7,2,-21,4,-8
CCOC(=O)CC1C(=O)NCCN1S(=O)(=O)c1ccc(Cl)cc1Cl (stereo unspecified),2,-6,-5,0.2,-3,4,-2,-2,-9,1
CC(Oc1cccc(Cl)c1)C(=O)N1CCN(c2ncccn2)CC1 (stereo unspecified),-1,4,-1,-0.1,4,2,-2,-2,2,-7
CC(=O)N1CCC(C(=O)Nc2cc(C)cc(C)c2)CC1,3,1,3,-0.7,3,-2,2,0,-2,-3
O=C(CSc1nc2ccccc2o1)Nc1nc2ccccc2s1,2,6,2,0.4,-9,-12,0,-4,5,0
CCOC(=O)C1(C)CCN1C(=O)c1ccccc1C (stereo unspecified),1,2,-5,-0.2,1,1,-1,1,-3,-1
SMILES,MBD2 inh,Tn7 DDE FP,TCR-CD3 inh,proKLK7 act,SIAE inh,UHRF1 MBD2 ctr,LEDGF integ inh,TDP2 inh,DDE Tn6 FP inh,PRMT1 FP inh
COc1ccc(CCNc2nc(-c3cccc(NC(C)=O)c3)cs2)cc1OC,-1,-2,0,0.2,3,63*,2,-8,1,3
Cc1ccc(NCc2nnc(SCc3ccc(C#N)cc3)n2Cc2ccco2)c(C)c1,-1,1,6,0.4,2,-2,0,10,2,2
O=C(COC(=O)c1cc2ccccc2o1)NCc1ccco1,6,3,-2,-0.2,2,17,-6,-6,6,7
COc1ccc(S(=O)(=O)N2CCOC23CCN(C(=O)c2c(F)cccc2Cl)CC3)cc1,-2,1,3,0.1,-3,-2,-3,-9,-1,-2
O=C(Cc1ccc([N+](=O)[O-])cc1)Nc1nccs1,-2,-4,-8,0.0,4,-3,4,8,-4,-5
O=C(NCCO)c1cccc(-c2cccc3nncn23)c1,0,-5,2,0.8,-5,-3,3,-7,-4,0
CCOc1ccc(Oc2ccc(-c3nnc(-c4ccccc4)o3)cc2[N+](=O)[O-])cc1,-2,3,9,-0.1,2,-1,1,9,14,1
Cc1cccc(C)c1OCC(=O)Nc1ncn[nH]1,5,6,5,0.4,-1,-5,-5,14,-6,3
CC(c1ccncn1)N(C)Cc1nc(-c2ccc(C(F)(F)F)cc2)no1 (stereo unspecified),1,-5,1,0.8,-2,2,0,4,7,1
NNC(=O)[C@H]1C[C@@H]1c1ccccc1,3,-3,-2,0.2,-3,9,-7,0,-5,4
NCCCC[C@H](NC(=O)C1CCNCC1)c1nnc([C@@H](N)CO)o1,5,3,5,0.3,1,4,-6,-11,4,0
CC(=O)N1CCN(C(=O)COC(=O)/C=C/c2ccccc2[N+](=O)[O-])CC1,-2,0,-2,-0.7,1,4,0,-7,-6,-2
OC(c1nc2ccc(F)cc2[nH]1)C(O)c1nc2ccc(F)cc2[nH]1 (stereo unspecified),-3,-4,-1,0.7,2,-2,1,20,4,-4

# Random draw from the library; 4.6% or so of the library scored in one or more.
